Assay outcomes: PubChem, National Center for Advancing Translational Sciences (NCATS)
EPAC2 antagonist: EPAC2 (human) antagonism; Potency, µM (top dose mostly 114 µM), for inactives: at the highest dose activity, negative = inhibition, hits mostly inhibitors; EPAC2 GEF exchange of Rap1B-BODIPY-GDP, fluorescence; Q8WZA2; 360,000 compounds, 0.18% hits; AID 720708; note: potency is the fitted concentration of half-maximal effect; % is set by controls: 0 for no effect and ±100 for the full control effect; nearly all actives have a fitted effect of over 45% in size; many of its hits are not listed in these tables
Target sequence (Q8WZA2 whole entry, looked up): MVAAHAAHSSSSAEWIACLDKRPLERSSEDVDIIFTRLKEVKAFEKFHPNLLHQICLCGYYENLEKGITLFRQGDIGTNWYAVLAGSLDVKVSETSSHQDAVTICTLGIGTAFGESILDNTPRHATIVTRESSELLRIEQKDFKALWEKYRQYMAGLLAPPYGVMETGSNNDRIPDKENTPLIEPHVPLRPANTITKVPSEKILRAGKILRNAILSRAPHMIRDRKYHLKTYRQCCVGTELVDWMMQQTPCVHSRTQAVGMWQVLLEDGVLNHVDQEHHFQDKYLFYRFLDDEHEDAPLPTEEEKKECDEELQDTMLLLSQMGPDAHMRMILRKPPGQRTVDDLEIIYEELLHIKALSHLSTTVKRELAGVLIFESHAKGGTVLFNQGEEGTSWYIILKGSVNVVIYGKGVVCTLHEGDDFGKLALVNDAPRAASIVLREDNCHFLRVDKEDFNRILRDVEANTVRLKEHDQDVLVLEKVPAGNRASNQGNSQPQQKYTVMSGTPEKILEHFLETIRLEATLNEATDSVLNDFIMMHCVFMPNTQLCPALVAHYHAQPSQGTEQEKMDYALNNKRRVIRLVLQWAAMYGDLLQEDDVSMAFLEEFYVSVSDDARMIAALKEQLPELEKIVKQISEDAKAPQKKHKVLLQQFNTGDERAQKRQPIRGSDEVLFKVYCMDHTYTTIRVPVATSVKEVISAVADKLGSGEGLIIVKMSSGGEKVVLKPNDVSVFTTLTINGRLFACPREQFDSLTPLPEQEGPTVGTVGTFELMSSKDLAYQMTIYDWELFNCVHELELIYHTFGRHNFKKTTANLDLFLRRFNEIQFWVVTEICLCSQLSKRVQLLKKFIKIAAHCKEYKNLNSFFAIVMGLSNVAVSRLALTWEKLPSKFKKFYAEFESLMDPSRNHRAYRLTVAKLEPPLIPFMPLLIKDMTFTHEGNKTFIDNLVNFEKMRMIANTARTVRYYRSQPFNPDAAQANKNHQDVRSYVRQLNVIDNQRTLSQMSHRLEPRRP
EPAC2 agonist: EPAC2 (human) agonism; Q8WZA2; EPAC2 activation, biochemical qHTS; response scale: 100% = 6.5 mM cAMP response; Potency, µM (top dose mostly 154 µM), for inactives: at the top dose activation, actives largely listed as activators; 360,000 compounds, 0.079% hits; AID 720711; note: potency is the fitted concentration of half-maximal effect; nearly all actives have a fitted effect of over 50% in size
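qHTS, titration series. 100 nM EPAC2 / 250 nM Rap1B-BODIPY-GDP / 50 uM GDP; RT; ex 480/em 540 nm, 5-min reads to 30 min. Norm. to 6.5 mM cAMP = activation.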
Mm-Cpn inhibitor: M. maripaludis TRiC chaperonin inhibition; AID 504842; 330,000 compounds, 0.031% hits; purified Mm-Cpn ATPase, ADP Transcreener TR-FRET; Potency, µM (series often up to 76.9 µM), inactives show at the top dose activity, negative = inhibition, usual class: inhibitors; note: potency is the fitted concentration of half-maximal effect; % is set by controls: 0 for no effect and ±100 for the full control effect; nearly all actives have a fitted effect of over 80% in size
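Purified archaeal Mm-CPN (25nM final) preincubated 10 min at 37degC with compound, then 10uM ATP for 30 min at 37degC; ADP measured by HTRF Transcreener TR-FRET; buffer 30 mM TRIS pH 7.4, 100mM KCl, 5mM MgCl2, 1mM DTT.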
pAkt inh: Akt phosphorylation inhibition | AID 651550 | Neuro2A IGF-stimulated pAkt S473 HTRF, 20 min; hits give low values | activity change, % for hits at 50 µM | 360,000 compounds, 0.32% hits; in the data active = activity change below about -80%; inconclusive = mostly about -51% to -80%; note: % is set by controls: 0 for no effect and ±100 for the full control effect
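Neuro2A cells (4,500/well, DMEM with 0.5% FBS) were treated with compound at a single 50 µM final concentration, stimulated with 6 nM IGF for 20 min at 37 °C, and lysed. Phospho-Akt Ser473 was read by HTRF as 665/615 ratio ×10^4.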
A549 viability: kills or reduces viability of A549 cells in Nrf2 counter-screen; A549 ARE-Fluc cells, CellTiter-Fluor viability, 18-24 h; Potency, µM (highest dose often 46 µM), inactives show at the top dose activity change, negative = cytotoxicity, most hits filed as inhibitors; 390,000 compounds, 0.16% hits; note: potency is the fitted concentration of half-maximal effect; % is set by controls: 0 for no effect and ±100 for the full control effect
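A549 ARE-Fluc cells in 5% FBS OPTI-MEM, 5000 cells/well, rested 2 h then exposed to compounds in concentration-response for 18-24 h at 37 °C. Viability by CellTiter-Fluor fluorescence (Ex 405/Em 525) after 30 min; luciferase luminescence (BugLite, 15 min, RT) read afterwards.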
Nrf2 ARE act: activators of Nrf2 (ARE) signaling | AID 624171 | 410,000 compounds, 0.31% hits | AREc32 ARE-luciferase reporter (MCF7-derived line), luminescence, 24 h | Potency, µM (series often up to 46.1 µM), inactives show top-dose activation, most hits filed as activators; note: potency is the fitted concentration of half-maximal effect; % of control where 0% means no effect; nearly all actives have a fitted effect of over 65% in size
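Steps: seed AREc32_Fluc cells (1000/well, 5% FBS OPTI-MEM); incubate overnight at 37 deg C; add 23 nL compound; incubate 24 hr; add Steady-Glo; hold 30 min RT; read luminescence.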
TGFb inhibitor: inhibitors of TGF-b signaling; HepG2 CAGA-GFP TGF-b/SMAD3 reporter, GFP fluorescence, 18 h; TGF-beta stimulated, 500 pg/mL final; Potency, µM (series often up to 46.1 µM), for the others: at the top dose activity, negative = inhibition, usual class: inhibitors; 410,000 compounds, 1.2% hits; AID 588855; note: potency is the fitted concentration of half-maximal effect; % is set by controls: 0 for no effect and ±100 for the full control effect; nearly all actives have a fitted effect of over 65% in size
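TGF-beta reporter screen: HEPG2 CAGA-GFP, 1% FBS, 500 pg/mL TGF-beta final, 18 h; per-cell GFP summed per well; curves fitted and categorized by class.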
Nrf2 inh: Nrf2 pathway inhibition; AID 504444; Potency, µM (titrated, usually from 46 µM), for inactives: at the highest dose activity change, negative = inhibition, hits mostly inhibitors; 360,000 compounds, 2.1% hits; A549 ARE-Fluc reporter, luciferase luminescence, 18-24 h; note: potency is the fitted concentration of half-maximal effect; % is set by controls: 0 for no effect and ±100 for the full control effect; nearly all actives have a fitted effect of over 60% in size
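A549 ARE_Fluc cells, 5000/well, 5% FBS OPTI-MEM; compounds in dose-response, 18-24 h at 37 °C/5% CO2; CellTiter-Fluor viability read (Ex 405/Em 525), then BugLite luciferase luminescence = Nrf2 activity.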
CCT chaperon mod: changes cytosolic chaperonin activity | purified chaperonin ATPase assay, HTRF ADP detection, 30 min | activity change, % (concentration not given with the values), hits read low | 360,000 compounds, 0.3% hits | AID 651819; in the data active = activity change below about -30%; note: % is set by controls: 0 for no effect and ±100 for the full control effect
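Nucleotide hydrolysis assay: TRiC at 20–40 nM final (set by batch activity) with 10 uM ATP, 30 min at 37 °C, in presence of 76 uM compound. Detection by competitive ADP HTRF, 30 min ambient.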
Active calls of the source: *; i = inactive; ? = inconclusive; . = no result given; & = joins results of further samples; [ ] = dose if it differs, or a comment. Unless noted, calls come from the whole dose curve; as a rule, active = well fitted curve in the direction sought with a large enough effect; inconclusive = small, poorly fitted or top-dose-only effect, or another doubt; inactive = no such curve, though single readings can be large; an effect the other way counts as inactive or inconclusive. The list is partial (hit frequency here may not be typical).

cpd	canonical_smiles	EPAC2 antagonist	EPAC2 agonist	Mm-Cpn inhibitor	pAkt inh	A549 viability	Nrf2 ARE act	TGFb inhibitor	Nrf2 inh	CCT chaperon mod
1	Cn1c(CNC(=O)c2ccccc2F)nnc1SCC(=O)Nc1nnc(C2CC2)s1	1%	12%	-1%	i	2%	-0.7%	-8%	-3%	-4.5
2	O=C1CC(N2CCN(c3ccccc3)CC2)C(=O)N1CCc1ccccc1 (configuration not stated)	-16%	10%	0%	i	3%	-0.3%	24%	-16%	-1.1
3	COc1ccc(CNn2c(-c3ccccc3F)nc3ccccc3c2=O)cc1OC	7%	4%	-1%	i	7%	-0.5%	-9%	-4%	-2.8
4	CCN=C1S/C(=C\c2ccc(O)c(OCC)c2)C(=O)N1CC	-10%	1%	0%	i	3%	3.3%	-15%	13%	0.7
5	CCCCC(CC)CNC(=O)c1cccs1 (configuration not stated)	-1%	6%	3%	i	2%	?	8%	-3%	-6.3
6	CC(C)C(=O)N(Cc1ccc2c(c1)OCO2)Cc1ccccn1	1%	8%	-4%	i	7%	-0.1%	-5%	7%	0.3
7	O=C(NCCc1ccccc1)C1(c2ccccc2)CC1(Cl)Cl (configuration not stated)	7%	-5%	2%	i	-18%	-0.5%	1%	1%	0.0
8	COc1cc(C(CCN2CCN(c3ccccc3)CC2)c2c(OC)cc(OC)c3c(C)cc(=O)oc23)cc(OC)c1OC (configuration not stated)	-8%	14%	0%	i	?	6.0%	?	?	0.5
9	Cc1ccc(OCCCn2c(CO)nc3ccccc32)cc1	-5%	10%	0%	i	5%	5.8%	20%	.	0.1
10	Cc1nc(NC(C)c2ccccc2)c2c3c(sc2n1)CCC3 (configuration not stated)	-24%	4%	-3%	i	?	11%	?	?	-1.8
11	Oc1ccc(C[C@@H](CN2CCC[C@@H]2CN2C(=S)NC[C@@H]2Cc2ccccc2)N2C[C@H](Cc3ccccc3)N(CCc3ccccc3)C2=S)cc1	2%	5%	.	i	.	4.2%	-6%	.	0.4
12	COc1ccc(C(=O)CSC(=S)N2CCCCC2)cc1	-12%	13%	.	i	.	-0.5%	-11%	.	-0.2
13	O=C(/C=C/c1ccc(Cl)c(Cl)c1)N1CCOCC1	-6%	2%	0%	i	-2%	0.0%	6%	?	-1.8
14	CCOc1ccc(S(=O)(=O)N2CCN(C(=O)c3ccco3)CC2)cc1	0%	3%	2%	i	4%	0.2%	-14%	1%	-1.9
15	O=C(O)c1c2c(nc3ccc(S(=O)(=O)N4CCC(C(=O)NC5CCCCCC5)CC4)cc13)CCCC2	0%	12%	-5%	i	-1%	-0.8%	-14%	0%	-0.4
16	COc1ccc(/C=N/NC(=O)c2c(-c3ccccc3)noc2C)cc1[N+](=O)[O-]	-3%	7%	-1%	i	-4%	2.5%	-3%	?	0.3
17	CC(=O)Nc1cc(NC(C)=O)cc(C(=O)OCC(=O)Nc2ccc(S(=O)(=O)NC3=NCCCCC3)cc2)c1	0%	0%	-1%	i	-10%	0.2%	-5%	-1%	-0.5
18	COc1cccc(-c2cc3nc(NCc4cccnc4)n(C)c(=O)c3s2)c1	-9%	14%	.	i	.	0.0%[9.22 µM]	-11%	.	1.1
19	Fc1cc(Br)ccc1NC(=S)NCCc1ccccc1	-4%	22%	-2%	i	-8%	3.4%	?	1%	0.2
20	FC(F)(F)c1cc(Nc2ccccc2)nc(-c2ccccn2)n1	-17%	-8%	-2%	i	3%	2.2%	-20%	-19%	2.1
21	COc1ccc(CCNC(=O)c2sc3nc4n(c(=O)c3c2C)CCCC4)cc1OC	.	.	.	.	-2%	-0.2%	?	-14%	.
22	CCOC(=O)CP(=O)(c1ccccc1)c1ccccc1	1%	11%	0%	i	-5%	-0.3%	0%	5%	0.9
23	N#CCCCCN1CCCC1	10%	1%	0%	i	-10%	0.2%	11%	-10%	1.4
24	C/C(=N/NC(=O)CNC(=O)CCc1ccccc1)c1ccc(Cl)cc1	-2%	-1%	2%	i	0%	4.5%	-7%	7%	-4.0
25	CCOc1ccc(N2CC(c3nc4ccccc4n3CCOc3ccccc3OC)CC2=O)cc1 (configuration not stated)	.	.	.	.	-19%	4.2%	?	?	.
26	COc1cccc(NS(=O)(=O)c2cn(C)c(=O)n(C)c2=O)c1	-2%	8%	-4%	i	20%	-0.1%	-3%	0%	0.0
27	CCN1C(=O)c2ccccc2Sc2ccc(C(=O)NCCCN3CCCCC3)cc21	-5%	2%	6%	i	12%	-0.7%	12%	10%	-0.5
28	CCOC(=O)c1sc(C)c(C(=O)NCC(C)(C)CN(C)C)c1N	9%	7%	-4%	i	5%	-0.3%	10%	.	-2.0
29	O=C(COc1ccccc1Cl)Nc1nnc(S(=O)(=O)N2CCCC2)s1	-4%	14%	0%	i	8%&-10%	0.1%&0.2%	7%&0%	-11%&-16%	-0.2
30	COc1ccc(C(=O)Nc2nc(CC(=O)NCCc3cccc(OC)c3)cs2)cc1	-5%	-9%	-15%	i	-9%	12%	-28%	?	-1.0
31	Cc1ccc(S(=O)(=O)N2CCN(Cc3cc(C(C)(C)C)ccc3O)CC2)cc1	-3%	14%	-13%	i	-14%	-0.2%	?	?	-1.5
32	COc1ccc(Cc2c(-c3ccc(F)cc3)nc3ccc(Cl)cn23)c(C)c1	-10%	6%	.	i	.	7.1%	?	.	-0.5
33	Fc1ccc(NC(=S)N2CCc3ccccc32)cc1	-10%	2%	1%	i	-4%	12%	-8%	?	0.2
34	CCCCCCn1ccc(=N)cc1	1%	7%	1%	i	-19%	-0.1%	-7%	?	-2.3
35	CCCNC(=O)c1ccc2c(=O)c(O)c(-c3ccc(F)cc3)[nH]c2c1	-7%	10%	-4%	i	2%	15%	?	-1%	-1.0
36	O=C(Nc1ccc(N2CCCC2)cc1)c1ccccc1[N+](=O)[O-]	10%	6%	-5%	i	-13%	0.4%	8%	11%	-1.0
37	O=C(O)CC(C(=O)OCC1CCCO1)N1CCOCC1 (configuration not stated)	2%	9%	0%	i	1%	3.0%	17%	10%	-2.2
38	C#CCNc1c2c(nc3ncnn13)CC(C)CC2 (configuration not stated)	9%	9%	2%	i	2%	0.2%	6%	-6%	-0.8
39	CCN(C(=O)CN1C(=O)NC2(CCC(C)CC2)C1=O)C1CCCCC1 (configuration not stated)	-5%	-1%	.	i	.	0.3%	5%	.	-0.6
40	O=C(c1ccc(F)cc1)N1CCC2(CC1)NCCc1[nH]cnc12	4%	-1%	1%	i	1%	0.3%	2%	6%	-0.6
41	O=C(NCCn1cc(SCc2ccc(F)cc2)c2ccccc21)c1cccs1	.	.	.	.	-20%	-0.6%	11µM*	?	.
42	Cc1c(C(=O)NCCS(=O)(=O)N2CCN(c3ccccc3F)CC2)cccc1[N+](=O)[O-]	6%	2%	0%	i	-10%	-0.8%	-28%	-7%	0.2
43	O=C(COc1cc(Cl)ccc1Cl)N1CCNC1=O	-8%	8%	4%	i	-1%	-0.3%	7%	-6%	0.1
44	C[C@H]1CCC/C=C/[C@@H]2C[C@H](O)C[C@H]2[C@H](O)[C@H](S(=O)c2ccc(O)cc2)CC(=O)O1 (some centres not stated)	6%	-2%	.	i	?	0.0%	0.13µM*	0.26µM*	-1.7
45	O=C(NC(=S)NC1C2CC3CC(C2)CC1C3)c1ccccc1 (configuration not stated)	1%	7%	-4%	i	5%	11%	-29%	18%	-7.7
46	O=C(NCC1OCCc2ccccc21)c1ccc(NC(=O)c2ccccc2Cl)cc1 (configuration not stated)	2%	0%	-17%	i	2%	-0.2%	14%	21µM*	-4.4
47	O=C(N[C@@H](Cc1c[nH]c2ccccc12)C(=O)O)C1CCN(S(=O)(=O)c2ccc(Cl)cc2)CC1	4%	2%	1%	i	-2%	0.2%	-1%	7%	0.3
48	COc1ccc(NC(=O)C(CC(C)C)NC(=O)C2CCC(C)CC2)c(OC)c1 (configuration not stated)	4%	3%	2%	i	1%	-0.3%	-7%	-13%	-2.3
49	CCN(CC)S(=O)(=O)c1ccc(N2CCOCC2)c(NC(=O)c2cccc3ccccc23)c1	-12%	-7%	1%	i	3%	0.1%	3%	-25%	-2.3
50	O=C(Nc1ccc(N2CCOCC2)cc1N1CCOCC1)c1cccc([N+](=O)[O-])c1	13%	4%	2%	i	-3%	-0.3%	-8%	-1%	-0.5
51	COc1cc(NC(=O)COc2cccc(OC)c2)cc(OC)c1	1%	12%	1%	i	-7%	-0.7%	-5%	-18%	-0.5

Fetched one by one from the list above (2):
cpd	canonical_smiles	EPAC2 antagonist	EPAC2 agonist	Mm-Cpn inhibitor	pAkt inh	A549 viability	Nrf2 ARE act	TGFb inhibitor	Nrf2 inh	CCT chaperon mod
34	CCCCCCn1ccc(=N)cc1	1%	7%	1%	i	-19%	-0.1%	-7%	?	-2.3
49	CCN(CC)S(=O)(=O)c1ccc(N2CCOCC2)c(NC(=O)c2cccc3ccccc23)c1	-12%	-7%	1%	i	3%	0.1%	3%	-25%	-2.3
